Assay outcomes (PubChem BioAssay)
APE1 inh: APE1 (human) endonuclease inhibition; P27695; recombinant APE1, TAMRA/BHQ-2 abasic DNA cleavage fluorescence; Potency, µM (doses to about 65.8 µM), inactives show at the top dose activity change, negative = inhibition, hits mostly inhibitors; 350,000 tested, 0.35% active; AID 2517;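 further: potency means the concentration at half of the fitted maximal effect; plate controls were vehicle for no effect and reference inhibitor for full effect; nearly all actives have a fitted effect of over 55% in size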
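Endonuclease cleavage of a quenched abasic-site DNA duplex (50 nM) by APE1 (0.75 nM) was tracked by TAMRA dequenching. Compounds were preincubated with enzyme 15 min at room temperature; data normalized to buffer-only and DMSO wells plus NSC13755 control.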
TRHR agonist: activates the human TRH receptor. AID 493084. 360,000 tested, 0.18% active. activation, % at 2 µM. P34981. TRHR cells, calcium flux fluo-8, FDSS agonist mode; in the data active means activation above about 30%; further: 0% is about no effect
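Fluo-8-loaded TRHR cells; 10 s baseline, compound added, kinetic Ca2+ fluorescence read 1/s, agonist mode.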
BLM inh: blocks DNA unwinding by human BLM helicase. Potency, µM (series often up to 56.1 µM), for the others: at the highest dose activity change, negative = inhibition, actives largely listed as inhibitors. 350,000 tested, 0.2% active. P54132. recombinant BLM DNA unwinding, fluorescence dequenching;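 further: potency means the concentration at half of the fitted maximal effect; plate controls were vehicle for no effect and no enzyme for full effect; nearly all actives have a fitted effect of over 35% in size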
12-LOX inh: blocks human arachidonate 12S-lipoxygenase | 580,000 tested, 1.1% active | Potency, µM (series often up to 108 µM), for the others: at the top dose activity change, negative = inhibition, actives largely listed as inhibitors | AID 1671190 | purified 12hLO, xylenol orange hydroperoxide absorbance | P18054; further: potency means the concentration at half of the fitted maximal effect; on the % scale 0 is the no-effect control and ±100 the full control effect
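Purified human 12hLO at 150 nM in 25 mM Hepes, 0.01% Triton X-100, pH 7.0, preincubated 15 min at room temperature with compound. Reaction started with 40 uM arachidonic acid, 30 min at room temperature. Hydroperoxide measured by Fe-xylenol orange, 573/405 nm absorbance ratio.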
Pol beta inh: DNA polymerase beta (human) inhibition; P06746; Pol beta primer extension/strand displacement, fluorescence kinetic; Potency, µM (highest dose often 114 µM), without a hit: at the highest dose activity change, negative = inhibition, hits mostly inhibitors; 340,000 tested, 1.3% active; AID 485314; further: potency means the concentration at half of the fitted maximal effect; on the % scale 0 is the no-effect control and ±100 the full control effect
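Homogeneous kinetic assay of primer extension and strand displacement by 10 nM Pol beta, preincubated 15 min at room temperature with compound before 50 nM substrate (final) was added. Read at 0 and 10 min; four-parameter Hill fit.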
ERG Ets-DNA blk: blocks human ERG Ets domain binding to DNA | Potency, µM (titrated, usually from 76.9 µM), for the others: at the top dose FP activity, negative = inhibition, hits mostly inhibitors | fluorescence polarization, His-ERG Ets domain / labelled DNA | P11308 | 370,000 tested, 0.028% active; active means well fitted inhibition curve with a large enough effect in the polarisation, with a control signal flat; inconclusive means small, poorly fitted or top-dose-only effect, or effect the other way, or a change in a side signal; inactive means no such curve, though single readings can be large or run the other way; the % refers to the polarisation;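 further: polarization taken with two DNA probes labelled with fluorescein and Texas red; potency means the concentration at half of the fitted maximal effect; % of control where 0% means no effect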
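His-tagged ERG Ets domain (1 uM in the protein solution; 300mM KCl, 50mM Tris-HCl, 1mM EDTA, 1mM DTT, pH 7.5) received compound, then a probe mix of 5 nM fluorescein-DNA and 100nM Texas-615-DNA. Fluorescence polarization was read for both dyes.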
Pol kappa inh: blocks human DNA polymerase kappa activity; Q9UBT6; purified Pol kappa, fluorescent DNA synthesis assay, 10 min; Potency, µM (series often up to 107 µM), without a hit: top-dose activity, negative = inhibition, usual class: inhibitors; 400,000 tested, 0.53% active; AID 588579; further: potency means the concentration at half of the fitted maximal effect; on the % scale 0 is the no-effect control and ±100 the full control effect
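First, compounds were pin-transferred onto 10 nM Pol kappa. After 15 min at room temperature, substrate was added to 50 nM final. Fluorescence was then measured kinetically at 0 and 10 min.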
Apoferritin bind: binds horse apoferritin like a general anesthetic | P02791 | apoferritin/1-aminoanthracene competitive binding, fluorescence | Potency, µM (doses to about 77.5 µM), for inactives: at the top dose activity change, negative = displacement, actives largely listed as inhibitors | 350,000 tested, 0.074% active; further: potency means the concentration at half of the fitted maximal effect; on the % scale 0 is the no-effect control and ±100 the full control effect; nearly all actives have a fitted effect of over 20% in size
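Horse-spleen apoferritin (10 uM) was mixed with 50% saturated 1-aminoanthracene in PBS, exposed to compounds for 10 min at room temperature, and read for fluorescence (ex 380 nm, em 535 nm). Competitive displacement was fitted with a four-parameter Hill equation.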
Pol iota inh: DNA polymerase iota (human) inhibition; Pol iota fluorescent replication assay, 10 min; Potency, µM (top dose mostly 115 µM), for the others: at the top dose activity, negative = inhibition, most hits filed as inhibitors; 390,000 tested, 1% active; AID 588590; further: potency means the concentration at half of the fitted maximal effect
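Fluorescent replication assay read twice, at 0 min and 10 min after adding 50 nM (final) substrate. Enzyme (10 nM) and compounds were first incubated 15 min at room temperature; enzyme-free buffer wells were negative controls.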
The depositor's hits bear a star; ? = inconclusive; / = not tested or not shown; & = joins results of further samples; [ ] = dose if it differs, or a comment. Unless noted, the call rests on the fitted dose curve; in most records, active means well fitted curve in the direction sought with a large enough effect; inconclusive means small, poorly fitted or top-dose-only effect, or another doubt; inactive means no such curve, though single readings can be large; an effect the other way counts as inactive or inconclusive. Not all compounds are listed. The share of hits here may be higher or lower than overall.

no.	Structure	APE1 inh	TRHR agonist	BLM inh	12-LOX inh	Pol beta inh	ERG Ets-DNA blk	Pol kappa inh	Apoferritin bind	Pol iota inh
1	Cc1ccc(NC(=O)CSc2nnc(NC(=O)C(C)C)s2)c(C)c1	12.9%	-1.1	-3.2%	3.3%	35.1%	5.5%	-3.4%	-2.0%	26.4%
2	O=C(COc1ccccc1Cl)N(Cc1ccco1)C1CCS(=O)(=O)C1 (centres undefined)	2.6%	0.9	-1.2%	-8.6%	0.5%	/	-16.7%	-3.8%	-13.2%
3	Cc1cc2oc(C(=O)N(Cc3ccc(Cl)cc3)Cc3ccco3)c(C)c2cc1Cl	/	3.1	-7.1%	-21.6%	20.2%	-0.4%	-2.3%	-3.3%	-5.5%
4	COc1nc(-c2cccc([N+](=O)[O-])c2)nc2ccccc12	3.2%	-0.1	-0.8%	157.7%[activator]	?	-7.6%	-0.6%	0.1%	-9.7%[58.9 µM]
5	O=C(Nc1ccccc1)C1=C(O)CC(c2ccco2)CC1=Nc1ccccc1 (centres undefined)	13.4%	1.1	-8.9%	?	3.4%	-3.7%	-1.1%	-6.2%	?
6	Cc1ccc(S(=O)(=O)N2CCN(C(=O)N(C)C)CC2)cc1C	3.0%	-0.1	-1.8%	1.6%	0.1%	-2.6%	7.6%	4.0%	-0.4%
7	O=C(NNC(=O)c1ccccc1F)c1ccc2[nH]c(=O)c(=O)[nH]c2c1	43.6%	-0.1	-5.2%	1.8%	2.3%	5.5%	1.1%	-2.2%	21.8%
8	O=C1c2ccccc2C(=O)N1OCCCN1C(=O)c2ccccc2S1(=O)=O	/	/	/	-7.9%	/	-14.0%	-8.7%	/	13.5%
9	CN(c1ncnc(N)c1[N+](=O)[O-])C1CCCCC1	-11.8%	1.4	0.3%	-1.8%	-13.0%	-9.5%	-1.6%	?	-21.0%
10	Cc1oc2c(CN3CCCCC3)c(O)ccc2c(=O)c1-c1ccc(Cl)cc1	11.9%	-0.2	-1.4%	/	-11.6%	0.4%	-5.7%	-4.7%	29.8%
11	CSc1ncccc1C(=O)OCC(=O)NC(C)(C)C	-1.2%	-0.5	-4.1%	-4.6%	-8.0%	2.1%	-0.6%	-11.4%	31.7%[activator]
12	CCOC(=O)c1cc(-c2ccc(OC(F)F)cc2)nc2c1c(=O)[nH]c(=O)n2C	5.5%	-0.3	-7.4%	2.9%	18.5%	-8.8%	-6.3%	-5.3%	26.6%
13	CCOP(=O)(OCC)C(NC(=O)c1ccc(OC)c(OC)c1)c1ccccc1 (centres undefined)	-14.1%	0.5	-1.9%	-7.2%	16.9%	-8.9%	-6.5%	-2.1%	16.9%
14	Cc1ccc2c(COC(=O)c3ccccc3Cl)cc(=O)oc2c1	-4.7%	0.7	-6.3%	-17.3%	63.8%	-3.4%	-10.9%	-1.7%	20.6%
15	COc1ccc(C(=O)C2CCCN(C(=O)c3cccc(Cl)c3F)C2)cc1OC (centres undefined)	7.4%	0.8	-0.6%	12.0%	7.4%	-9.4%	-9.9%	-13.9%	26.8%
16	COC(=O)Cn1c(=O)c(C(=O)CCl)c(N)n(Cc2ccccc2)c1=O	8.5%	0.4	-1.7%	?	-15.2%	12.9%	6.3%	-3.3%	20.7%
17	COc1ccc(OC)c(N/C=C2/CCCCC2=O)c1	-1.5%	-0.5	3.0%	-13.2%	-22.5%	0.1%	-1.5%	-9.3%	5.5%
18	Cc1ccc(C(=O)Nc2ccncc2)cc1[N+](=O)[O-]	-11.6%	0.2	-0.6%	0.0%	38.6%	5.4%	10.3%	-6.4%	-2.5%
19	Cc1nnc(SCCn2c(N(C)Cc3ccccc3)nc3c2c(=O)n(C)c(=O)n3C)s1	/	/	/	2.9%	/	-4.5%	-3.0%	/	-1.2%
20	CCCN(CC(=O)Nc1ccccc1C)C(=O)C1CCN(C(=O)Nc2ccccc2)CC1	-6.1%	-0.1	/	-13.7%	/	8.7%	0.1%	/	6.6%
21	O=C(Nc1cccc(NC(=O)c2ccc(Cl)cc2)n1)c1ccc(Cl)cc1	4.7%	0.7	-2.1%	-11.1%	1.7%	-10.1%	-13.3%	-0.2%	19.3%
22	Cc1ccc(OCC(=O)Nc2cccc(S(=O)(=O)N3CCCCCC3)c2)cc1C	-12.6%	0.7	/	7.0%	/	-0.9%	-10.8%	/	2.5%
23	CCOc1ccccc1NC(=O)CCN(c1ccc(C)cc1)S(=O)(=O)c1ccccc1	-2.4%	0.1	-2.8%	11.1%	0.5%	7.5%	-14.8%	-1.6%	3.9%
24	CCCCc1nc2cc(C(=O)N(C)C(C)c3ccccn3)ccc2o1 (centres undefined)	16.9%	0.8	-0.1%	-23.2%	21.7%	8.8%	12.9%	-12.1%	18.6%
25	COc1ccc(C2CC(O)(c3ccccc3)Oc3cc(OC)ccc32)cc1 (centres undefined)	-10.3%&-2.3%	0.0	-17.3%&-15.5%	158.0%[activator]	0.7%	4.4%	-9.1%&-8.7%	?	1.9%&-18.2%

2 compounds picked at random from the list so far:
no.	Structure	APE1 inh	TRHR agonist	BLM inh	12-LOX inh	Pol beta inh	ERG Ets-DNA blk	Pol kappa inh	Apoferritin bind	Pol iota inh
25	COc1ccc(C2CC(O)(c3ccccc3)Oc3cc(OC)ccc32)cc1 (centres undefined)	-10.3%&-2.3%	0.0	-17.3%&-15.5%	158.0%[activator]	0.7%	4.4%	-9.1%&-8.7%	?	1.9%&-18.2%
5	O=C(Nc1ccccc1)C1=C(O)CC(c2ccco2)CC1=Nc1ccccc1 (centres undefined)	13.4%	1.1	-8.9%	?	3.4%	-3.7%	-1.1%	-6.2%	?

Ordered by value in Pol kappa inh (low to high): five from the list above.
cpd	smiles	Pol kappa inh
2	O=C(COc1ccccc1Cl)N(Cc1ccco1)C1CCS(=O)(=O)C1 (centres undefined)	-16.7%
13	CCOP(=O)(OCC)C(NC(=O)c1ccc(OC)c(OC)c1)c1ccccc1 (centres undefined)	-6.5%
12	CCOC(=O)c1cc(-c2ccc(OC(F)F)cc2)nc2c1c(=O)[nH]c(=O)n2C	-6.3%
11	CSc1ncccc1C(=O)OCC(=O)NC(C)(C)C	-0.6%
24	CCCCc1nc2cc(C(=O)N(C)C(C)c3ccccn3)ccc2o1 (centres undefined)	12.9%

The results go on:
no.	Structure	APE1 inh	TRHR agonist	BLM inh	12-LOX inh	Pol beta inh	ERG Ets-DNA blk	Pol kappa inh	Apoferritin bind	Pol iota inh
26	CC(=O)c1ccc(NC(=O)CCc2c(C)nn(-c3ccc4nnc(C)n4n3)c2C)cc1	/	0.2	1.1%	-13.7%	10.0%	-5.2%	-4.4%[60.1 µM]	-7.0%	4.7%
27	Cc1cc(C)c(C)c(OCC(=O)NCc2nc(-c3ccccc3)no2)c1	?	0.4	-14.1%	9.3%	-3.2%	-8.3%	-24.5%	-0.5%	12.8%
28	CCc1cc2c(=O)n(-c3ccccc3)c(SCC(=O)O)nc2s1	-1.0%	0.9	-0.1%	6.8%	0.0%	9.8%	-11.7%	-0.7%	93.5%[activator]
29	O=C(O)c1ccccc1Nc1ccc2nonc2c1[N+](=O)[O-]	40.3%	-0.2	1.4%	?	2.6%	8.2%	3.2%	-10.0%	16.2%
30	N=c1c2c(-c3ccccc3)c(-c3ccccc3)n(Cc3ccco3)c2ncn1CCCN1CCOCC1	-3.5%	0.9	-11.2%	-17.4%	1.4%	-5.7%	-14.7%	-15.5%	80.6%[activator]
31	CC(/C=N/NC(=O)c1cc(-c2ccccc2)nc2ccccc12)=C\c1ccco1	-3.0%	0.1	-5.0%	-22.3%	0.8%	-3.1%	-5.0%	-5.7%	9.3%
32	CCn1c(Cc2ccccc2)nnc1SCC(=O)Nc1ccc(N)cc1	-3.1%	0.1	1.8%	21.2%	0.5%	/	0.1%	-14.2%	19.3%
33	CCc1ccc(NC(=O)C2CCCN2S(=O)(=O)c2ccc3c(c2)n(C)c(=O)c(=O)n3C)cc1 (centres undefined)	-8.6%	-0.4&-1.7	-0.2%&-3.7%	-9.6%&0.0%	30.0%&1.9%	5.1%&-14.7%	-8.2%&-0.7%	-14.4%&6.0%	14.8%&-19.9%
34	CC(=O)N/C(=C/c1ccccc1)C(=O)NCCO	-1.3%	0.0	2.0%	0.0%	18.4%	-1.6%	-17.4%	-7.6%	28.1%
35	COc1ccc(-c2nc3ccc(C)cn3c2NCc2ccccc2)cc1SC1CCCCC1	-1.9%	-0.2	/	/	/	-0.2%	10.5%	/	22.4µM*
36	O=C(CCSCCC(=O)NCc1ccco1)NCc1ccco1	?	-0.2	-4.6%	-36.8%	22.4µM*	5.1%	?	-3.1%	-69.1%
37	Cc1c(N)c(=O)n(-c2ccccc2)n1C	-3.6%	0.4	-11.9%	-3.3%	/	2.2%	-18.2%	-7.8%[29.3 µM]	-2.5%
38	Cc1ccc2nc(N3CCC(C(=O)N4CCN(c5cccc(Cl)c5)CC4)CC3)[nH]c2c1	/	-1.1	-1.9%	-25.6%	2.0%	-4.3%	-6.9%[60.1 µM]	-11.9%	1.7%
39	Cc1nc2sccn2c(=O)c1S(=O)(=O)Nc1cc(Cl)ccc1O	/	2.0	-1.5%	?	10.9%	4.1%	2.5%	-19.4%	-12.5%
40	COc1ccccc1NC(=O)N1CCN(c2ccccc2F)CC1	2.6%	0.5	1.1%	-11.6%	23.0%	-9.3%	-2.8%	-0.2%	5.8%
41	CN(C(=O)COC(=O)Cc1c(Cl)cccc1Cl)c1c(N)n(Cc2ccccc2)c(=O)[nH]c1=O	12.0%	0.0	/	-17.8%	/	7.1%	-6.0%	/	17.2%
42	CCC(OC(=O)c1cccs1)C(=O)NCc1ccc(C)cc1 (centres undefined)	-0.3%	0.0	-5.1%	-11.5%	-18.8%	2.4%	-4.0%	-12.0%	18.5%
